P. falciparum M1AAP: P. falciparum M1AAP inhibitors, biochemical, fluorogenic H-Leu-NHMec substrate, 1536-well (AID 1445); recombinant M1AAP, H-Leu-NHMec fluorogenic kinetic assay; higher % means a stronger effect; one-dose inhibition, % at 30 µM; IC50 in µM for titrated hits; 220,000 tested, 0.42% active;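 active means primary inhibition above the hit cutoff, then over 50% inhibition at one or more dose response concentrations, cut at about 23% in these data, passing the limit was not always enough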;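 further: plate controls were DMSO full reaction for no effect and no enzyme background for full effect; strong numbers were not always called active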
XIAP antagonists: XIAP antagonists, biochemical, IAP family, fluorescence polarization (AID 1018); displacement, % at 20 µM, or IC50 in µM where a hit was titrated; 200,000 tested, 0.007% active; XIAP BIR domain, fluorescence polarization peptide displacement; higher % means a stronger effect; in the data active means displacement above about 50%; further: a part of the inactive calls stands beside numbers as strong as those of hits
Yfh1-depleted yeast: mitochondrial function rescue without frataxin homolog – Friedreich's ataxia, plus single-dose screen, dose response (AID 1465); 220,000 tested, 0.074% active; S. cerevisiae Yfh1-off respiration, WST-1 reduction, 72 h; higher fold induction means a stronger effect; fold induction at 50 µM; hits with a dose series show EC50 in µM;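 active means fold induction of absorbance versus untreated yeast above a set limit, then at least 30% activation at any dose in follow-up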;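 further: activators that raise dye reduction in frataxin-depleted yeast; strong numbers were not always called active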
TNAP activation fold: human TNAP enzyme activators, primary screen, biochemical, luminescent, no phosphate acceptor, uHTS (AID 1001). activation fold at 20 µM; hits with a dose series show EC50 in µM. purified TNAP, luminescent activation assay, no phosphate acceptor; higher activation fold means a stronger effect. 200,000 tested, 0.03% active; in the data active means activation fold from about 3, or a potency from the dose series; inactive means the rest, 99 in 100 with activation fold below about 1.6; further: many of its hits are not listed in these tables
WT yeast gro inh: growth inhibition of WT yeast, mitochondrial fusion screen; mitochondrial fusion phenotypic screen, WT strain; AID 1362; inhibition, % at 10 µM; 190,000 tested, 2.1% active; in the data active means inhibition above about 58%; tested in S. cerevisiae
P. falciparum M17LAP: P. falciparum M17LAP inhibitors, primary screen, biochemical, fluorogenic H-Leu-NHMec substrate, 1536-well (AID 1619); one-dose inhibition, % at 30 µM; IC50 in µM for titrated hits; 220,000 tested, 0.38% active; recombinant M17LAP, H-Leu-NHMec fluorogenic kinetic assay; higher % means a stronger effect;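 active means compound inhibiting the enzyme by more than half at any dose during confirmatory dose-response retesting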;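 further: plate controls were full reaction with DMSO carrier for no effect and no enzyme background for full effect; strong numbers were not always called active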
LYP phosphatase: inhibitors of LYP phosphatase, biochemical, fluorescence intensity, uHTS (AID 1779). recombinant LYP phosphatase, fluorescence intensity; higher % means a stronger effect. inhibition, % at 11.5 µM; hits with a dose series show IC50 in µM. 290,000 tested, 0.054% active;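 further: plate controls were vehicle with enzyme for no effect and no enzyme for full effect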
PMI inhibition: MPI inhibition at elevated mannose 6-phosphate – biochemical, fluorescence intensity, high mannose 6-phosphate, primary screen (AID 1220); 190,000 tested, 0.66% active; one-dose inhibition, % at 20 µM; IC50 in µM for titrated hits; recombinant PMI enzyme, coupled fluorescence intensity; higher % means a stronger effect
human PMI inhibition: inhibitors of human PMI, primary screen, biochemical, fluorescence intensity, coupled assay (AID 1209); purified PMI enzyme, coupled fluorescence intensity; higher % means a stronger effect; 190,000 tested, 0.42% active; inhibition, % at 20 µM, or IC50 in µM where a hit was titrated;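 further: plate controls were DMSO vehicle for no effect and wells lacking substrate for full effect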
WT yeast gro inh mutant strain: also measured in WT yeast gro inh; calls as there; inhibition, %; mitochondrial fusion phenotypic screen, mutant strain inhibition
Numbers without * were called inactive; i = inactive; . = not tested or not shown. Unless noted, no stated cut-off is given here; in the data, active means inhibition above about 50%; inactive means the rest.

Structure	P. falciparum M1AAP	XIAP antagonists	Yfh1-depleted yeast	TNAP activation fold	WT yeast gro inh	WT yeast gro inh mutant strain	P. falciparum M17LAP	LYP phosphatase	PMI inhibition	human PMI inhibition
O=C(CSc1nc2c([nH]c3ccccc32)c(=O)n1-c1cccc(Cl)c1)N1CCOCC1	5%	-7.2%	i	1.1	5	3	1%	-9%	-4%	-4%
COc1ccc(S(=O)(=O)N2CCOCC2)cc1N=Nc1sc(N)nc1-c1ccccc1	-2%	-9.5%	i	0.7	19	11	0%	-9%	-10%	0%
Cc1nn(C)c(C)c1/C=N/NC(=O)c1csc2ccccc12	5%	-9.9%	i	1.1	8	16	12%	5%	12%	13%
CCOC(=O)CCSc1nc(C)c2ccccc2n1	-3%	-3.2%	i	1	-2	-18	3%	-10%	-3%	2%
CCCn1c(=O)c(C(=O)N/N=C/c2ccccc2F)c(O)c2ccccc21	-1%	-2.2%	i	1	0	26	-7%	0%	.	.
O=C(Oc1ccc(OC(=O)C2CCC2)cc1)C1CCC1	6%	-3.4%	i	1	-5	-8	-9%	-2%	24%	10%
COc1cccc(C2OC(=O)c3ccccc3N2C(C)=O)c1OC(C)=O (stereo not given)	9%	-7.5%	i	1	-15	55	4%	-3%	14%	17%
C/C(=N\NC(=O)c1ccccc1O)c1c(O)cc(C)oc1=O	22%	-2.0%	i	1.1	16	2	4%	-10%	-6%	-13%
Cc1cccc(OCCSc2cc(C)nc(N)n2)c1	-9%	-7.5%	i	0.9	5	-6	1%	-2%	5%	-2%
O=C1C2C3C=CC(C3)C2C(=O)N1c1n[nH]c(-c2ccccc2)n1 (stereo not given)	4%	-2.9%	i	0	-7	-6	13%	-1%	-1%	2%
CCN1C(=O)/C(=C2\C=Cc3ccccc3N2CC)SC1=S	4%	2.8%	i	0.9	24	19	-3%	2%	9%	0%
COc1ccc(-c2nc3ccc(C)cn3c2NCc2ccc3c(c2)OCO3)cc1	3%	-11%	i	.	44	17	-10%	-14%	.	.
CCOc1ccccc1-n1c(SCC(=O)NCc2ccco2)nnc1-c1ccncc1	3%	-1.2%	i	1.2	-18	-19	10%	-8%	5%	9%
CCc1cc(C(=O)OC)c(NC(=O)CCC(=O)O)s1	2%	-5.3%	i	1.1	9	5	6%	0%	-1%	3%
CSc1ccccc1NC(=O)CN(C)CC(=O)Nc1ccccc1N1CCOCC1	-3%	-5.2%	i	1.1	-9	-4	3%	-5%	-17%	-15%
Cc1noc(C)c1C(=O)N1CCN(S(=O)(=O)c2ccc(F)cc2)CC1	2%	1.5%	i	1.1	5	-19	-1%	-6%	6%	2%
CCc1ccc(OCc2nnc(NC(=O)c3cccs3)s2)cc1	-3%	-13%	i	1.1	7	10	3%	-6%	-8%	-4%
Cc1[nH]n(-c2ccccc2)c(=O)c1C=Nc1ccc2[nH]c(=O)[nH]c2c1	22%	-6.0%	i	1.4	15	5	-11%	-12%	7%	14%
COCCNC(=O)c1ccc2c(c1)ncn2-c1ccc(F)c(F)c1	5%	-1.1%	i	1.1	-1	-4	18%	-7%	3%	5%
CC(C)(C)N(NC(=O)c1ccccc1)C(=O)c1ccc(C(=O)N(NC(=O)c2ccccc2)C(C)(C)C)cc1	-2%	-3.6%	i	1.1	13	16	-5%	5%	1%	-8%

2 entries drawn at random from those above, as already listed:
Structure	P. falciparum M1AAP	XIAP antagonists	Yfh1-depleted yeast	TNAP activation fold	WT yeast gro inh	WT yeast gro inh mutant strain	P. falciparum M17LAP	LYP phosphatase	PMI inhibition	human PMI inhibition
C/C(=N\NC(=O)c1ccccc1O)c1c(O)cc(C)oc1=O	22%	-2.0%	i	1.1	16	2	4%	-10%	-6%	-13%
CCc1ccc(OCc2nnc(NC(=O)c3cccs3)s2)cc1	-3%	-13%	i	1.1	7	10	3%	-6%	-8%	-4%

The listing continues:
Structure	P. falciparum M1AAP	XIAP antagonists	Yfh1-depleted yeast	TNAP activation fold	WT yeast gro inh	WT yeast gro inh mutant strain	P. falciparum M17LAP	LYP phosphatase	PMI inhibition	human PMI inhibition
CC#CC[N+](C)(CC#CC)CC(=O)c1ccccc1	2%	-4.7%	i	1.1	-13	9	0%	-3%	-9%	-15%
COc1ccc(OC)c(NC(=O)CSc2nnc(Cn3nnc4ccccc43)n2C)c1	8%	-22%	i	1.1	-7	0	7%	0%	13%	7%
CCOc1ccc(NC(=O)CSc2nc(C)cc(C)n2)cc1	0%	-9.4%	i	1.1	-9	-25	4.3µM*	-8%	2%	-3%
Cc1c(C(=O)NC(C)C)c(-c2ccccc2)nn1-c1ccccc1	-4%	-3.8%	i	1	14	1	-12%	-6%	-1%	-2%
CC(C)(C)c1csc(N/N=C/c2cccnc2)n1	7%	-4.9%	i	1	27	15	0%	7%	-23%	-38%
CC(C)c1ccc(/C=C/C(=O)CCC(=O)O)cc1	1%	-5.5%	i	1.1	-17	-2	24%	-2%	-13%	-15%
CCN(CC)c1ccc(/C=C(/C#N)c2nc3ccc(C)cc3[nH]2)c(OC(C)C)c1	10%	-1.6%	i	0.7	28	15	0%	2%	14%	12%
O=C1OC(c2ccccc2)c2ccc3ccccc3c21 (stereo not given)	5%	-16%	i	1.1	-9	-9	-25%	0%	15%	14%
Cc1nn(-c2ccccc2)c(C)c1/C=N/NC(=O)c1cc(-c2ccc(Br)s2)[nH]n1	0%	-10%	i	0.6	45	32	-1%	14%	29%	31%
CCN(CC)CCNC(=O)NC1CCCCC1	1%	0.7%	i	1.1	-11	0	1%	-1%	0%	4%
COC(=O)CSc1cc(C(=O)c2nccn2C)c2ccccc2n1	0%	0.8%	i	1	-6	-3	16%	-4%	14%	4%
Cc1c(N2C(=O)/C(=C\C3CC=CCC3)SC2=S)c(=O)n(-c2ccccc2)n1C (stereo not given)	11%	-2.8%	i	0.9	6	21	18%	1%	19%	8%
COc1ccc(-c2nnc3sc(C(C)N4C(=O)c5ccccc5C4=O)nn23)cc1 (stereo not given)	6%	2.2%	i	1	8	10	11%	1%	-10%	-5%
COc1cc2c(cc1OC)C1Cc3ccc(OC)c(OC)c3CN1CC2 (stereo not given)	1%	-1.6%	i	1.2	-18	-14	-2%	-8%	6%	-7%
Cc1nc2ccccc2n1CC(=O)N/N=C\c1ccccn1	9%	-3.2%	i	1	7	-5	10%	-2%	12%	3%
Cc1cccc(N2CCN(C(=O)Cn3cccc3)CC2)c1C	9%	-4.9%	i	1.1	-3	1	-2%	-8%	0%	7%
Cc1ccc(SCc2ccc(C(=O)NCc3cccnc3)cc2)cc1	-3%	-8.3%	i	1.2	15	13	0%	-3%	12%	23%
COc1cccc(OCC(O)CN2CCC(C)CC2)c1 (stereo not given)	-6%	-4.8%	i	1.1	16	14	4%	-10%	0%	-3%
CC1=C(C(=O)N2CCOCC2)C(c2ccsc2)C2=C(CCCC2=O)N1 (stereo not given)	6%	-3.1%	i	1.1	2	-8	-5%	0%	-6%	6%
COCCN(Cc1cc2cccc(C)c2[nH]c1=O)C(=O)c1ccccc1	7%	-1.9%	i	1.1	15	4	11%	2%	-6%	-6%
CCN(CC)S(=O)(=O)c1ccc(C(=O)NCc2ccc3c(c2)OCO3)cc1	0%	-9.1%	i	1.1	9	-3	4%	-6%	13%	7%
c1ccc(-c2cnn3nnnc3n2)cc1	7%	-5.8%	i	0.8	8	-3	7%	9%	-4%	-4%
C=CCSC1=NN2CCS(=O)(=O)N=C2S1	1%	2.5%	i	1.2	-14	4	-3%	-9%	-5%	-5%
COc1ccc(N2Cc3cccc(C(=O)NC(C)CCc4ccco4)c3C2=O)cc1 (stereo not given)	16%	0.4%	i	1.1	16	15	8%	12%	8%	9%
CCNc1nc(SC(C(C)=O)C(C)=O)nc(N(C)C)n1	2%	-7.1%	i	1.1	-12	-11	0%	-3%	5%	1%
CCc1cccc(CC)c1NC(=O)c1ccc(-n2cncn2)nc1	4%	-1.7%	i	1.1	7	6	4%	-4%	6%	4%
Cc1noc(C)c1C(=O)OCC(=O)Nc1cc(Cl)ccc1Oc1ccccc1	-7%	-12%	i	1	5	10	8%	-2%	23%	20%
O=C(NC1CCCC1)C1CCCN1C(=O)Nc1ccccc1Cl (stereo not given)	-1%	-4.6%	.	1.1	-5	0	-9%	-7%	16%	13%
CC(C)CNC(=O)C(=O)Nc1ccc(N(C)C)cc1	8%	-5.4%	i	1.2	-14	-12	2%	-4%	-4%	10%
Cc1onc(-c2ccccc2Cl)c1C(=O)OCC(=O)Nc1cccc(S(=O)(=O)N(C)C)c1	14%	-7.7%	i	1	7	3	9%	0%	8%	-3%
CCOC(=O)c1cc(NC(=O)OC)c(C)nc1C	6%	0.5%	i	1.1	-2	15	9%	-9%	-4%	-1%
O=C(CN1CCOCC1)Nc1ccccc1Sc1ccccc1	10%	-6.0%	i	1	-3	-18	8%	-4%	2%	10%
CC1(C)CC2CC(C)(CN2C(=O)c2ccc([N+](=O)[O-])cc2[N+](=O)[O-])C1 (stereo not given)	3%	-6.4%	i	1.1	9	-13	1%	1%	-2%	-10%
O=C1c2ccccc2C(=O)N1CC(=O)N1c2ccccc2Sc2ccc(C(F)(F)F)cc21	3%	-7.2%	i	1	12	-5	-1%	6%	11%	17%
Cc1cc(C(=O)Nc2nnc(C(F)(F)F)s2)cs1	1%	.	i	.	.	.	-1%	-7%	.	.
COc1cc(C(=O)O)c([N+](=O)[O-])c(OC)c1OC	-2%	.	i	.	.	.	6%	-7%	.	.
CCOC(=O)c1nnn(CC(=O)NC(=O)Nc2ccc(F)cc2)c1C(=O)OCC	1%	-4.6%	i	1.1	4	-3	0%	-4%	-5%	-1%
O=C(O)CCC1(c2ccccc2)NC(=O)NC1=O (stereo not given)	3%	.	i	.	.	.	-2%	-10%	.	.
Oc1ccc(CN2CCN(Cc3ccccc3)CC2)c2cccnc12	-17%	.	i	.	-11	-1	4%	.	.	.
CCOC(=O)C1CCN(C(=O)COc2cc(C)c(Br)cc2C)CC1	1%	-16%	i	1	14	5	-2%	13%	14%	11%

Filtered by structure, the entries above with bromine
Structure	P. falciparum M1AAP	XIAP antagonists	Yfh1-depleted yeast	TNAP activation fold	WT yeast gro inh	WT yeast gro inh mutant strain	P. falciparum M17LAP	LYP phosphatase	PMI inhibition	human PMI inhibition
Cc1nn(-c2ccccc2)c(C)c1/C=N/NC(=O)c1cc(-c2ccc(Br)s2)[nH]n1	0%	-10%	i	0.6	45	32	-1%	14%	29%	31%
CCOC(=O)C1CCN(C(=O)COc2cc(C)c(Br)cc2C)CC1	1%	-16%	i	1	14	5	-2%	13%	14%	11%

Going on with the list.
Structure	P. falciparum M1AAP	XIAP antagonists	Yfh1-depleted yeast	TNAP activation fold	WT yeast gro inh	WT yeast gro inh mutant strain	P. falciparum M17LAP	LYP phosphatase	PMI inhibition	human PMI inhibition
COc1ccc2nc(NC3=NCCC3)sc2c1	4%	-4.3%	i	1	12	-8	3%	-2%	5%	6%
Cc1cnc(C(=O)OCC(=O)NC2CCCC(C)C2C)cn1 (stereo not given)	-3%	-4.7%	i	1	0	-1	9%	-7%	-10%	-17%
Cc1cc(NCc2ccccn2)nc2ccccc12	0%	-2.5%	i	1.3	-4	-8	9%	1%	2%	3%
COc1cc(NC(=O)CSc2ccccc2)c(C(=O)O)cc1OC	0%	1.6%	i	1.1	-37	-11	39%	-2%	-9%	-4%

From PubChem BioAssay
